Bioassay records as filed in PubChem.
GalR3 antagonist = GalR3 antagonists in HEK293 cells, primary screen, cell-based, fluorescence readout | Galanin receptor type 3 (Homo sapiens), O60755 | HEK293 GalR3-CNG cAMP membrane potential fluorescence; galR3 body fused to GalR1 C-terminus | inhibition, % at 3 µM | hit rate 0.44% among 360,000 | AID 651719, 2012;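 active means inhibition above the screen-wide average plus 3 SD, cut at about 13% in these data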;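 further: forskolin and galanin both at EC90 stimulate the cells; cAMP rise reported by CNG channel membrane potential dye signal; 0% = forskolin plus galanin with DMSO and 100% = forskolin alone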
Target sequence (O60755 1-299 limits assumed): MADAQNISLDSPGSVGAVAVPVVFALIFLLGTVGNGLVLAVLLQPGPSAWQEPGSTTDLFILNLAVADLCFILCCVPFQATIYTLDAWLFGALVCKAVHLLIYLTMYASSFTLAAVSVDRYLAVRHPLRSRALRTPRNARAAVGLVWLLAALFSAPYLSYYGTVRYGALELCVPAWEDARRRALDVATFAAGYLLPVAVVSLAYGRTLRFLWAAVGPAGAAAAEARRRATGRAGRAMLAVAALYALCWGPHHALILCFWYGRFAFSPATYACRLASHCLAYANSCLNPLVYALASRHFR
HCV NS3 hel inh = inhibitors of HCV NS3 helicase, primary screen, biochemical, Cy5 molecular beacon fluorescence; Hepatitis C virus NS3 helicase; NS3 helicase DNA unwinding; inhibition, % at 10.9 µM; hit rate 0.56% among 290,000; AID 1800, 2009;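 active means inhibition above the mean of all tested compounds plus 3 SD, set per campaign, cut at about 35% in these data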;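 further: 0% = DMSO wells and 100% = thioflavine S control wells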
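System: Hepatitis C virus NS3 helicase domain fragment enzyme | Reagent: Annealed dual-labelled DNA beacon duplex, ATP-started | Compound dosing: 10.9 µM single point, 0.8% DMSO | Incubation: 1 h reaction at 25 °C, ATP-initiated | Technique: Cy5 fluorescence | Evaluation: Percent inhibition from t60/t0 fluorescence ratio | Benchmarks: Low DMSO, high thioflavine S at 110 µM | Replication: Singlicate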
MEKK2 WT-MEK5 = modulators of MEK5 binding to wildtype MEKK2, primary screen, biochemical, multiplex bead flow cytometry, Alexa488-MEK5 | Mitogen-activated protein kinase kinase kinase 2 (Homo sapiens), Q9Y2U5 | Alexa488-MEK5 binding to MEKK2 WT; actives lie on both sides | binding response (% of control), % at 10 µM | hit rate 1.1% among 290,000; in the data active means binding response below about 67% or above about 130%
CRFBP-R2 agonist = agonists of CRF-BP/CRF-R2 complex, primary screen, cell-based, HEK293, calcium dye fluorescence, uHTS; AID 588473, 2011; CRF-binding protein / CRF receptor 2 complex (human); calcium dye fluorescence (FLIPR); percent of saturating CRF peptide response; activation, % at 13.2 µM; hit rate 0.46% among 350,000;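 active means activation of at least 50%, plus an integration ratio under a set limit after plate pattern correction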;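 further: plate controls were neutral control wells without compound for no effect and CRF at EC100 for full effect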
CRFR2-BP antag = antagonists of CRF-BP/CRF-R2 complex, primary screen, cell-based, HEK293, calcium dye fluorescence, uHTS. CRF-induced calcium fluorescence. hit rate 0.59% among 350,000. AID 588475, 2011. inhibition, % at 11.8 µM;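 active means inhibition of the ligand-induced calcium signal above about 50% at the single tested concentration, limit read from the data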
MEKK2mut PB1 HTS = MEK5 binding signal on mutant MEKK2 PB1, primary screen, biochemical, multiplex bead flow cytometry, Alexa488-MEK5; AID 1530, 2009; Alexa488-MEK5 binding to MEKK2 mutant; hit rate 0.35% among 290,000; percent response, % at 10 µM; in the data active means percent response above about 24%, passing the limit was not always enough; further: inactives centre near 1; some results filed as inactive read as strong as hits
MEKK3 PB1 HTS = modulators of MEKK3-MEK5 PB1 binding, primary screen, biochemical, wildtype MEKK3, multiplex bead flow cytometry, Alexa488-MEK5; hit rate 1.4% among 290,000; bead-based flow cytometry, Alexa488-MEK5 binding to MEKK3; actives lie on both sides; 0 = blocked by unlabeled MEK5, 100 = vehicle; AID 1529, 2009; binding response (% of control), % at 10 µM;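 active means binding response more than 3 SD above or below the average of its plate-row segment, actives on both sides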;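 further: Alexa488 bead fluorescence after subtracting the streptavidin-only scavenger bead signal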
Target sequence (Q99759 whole entry, looked up): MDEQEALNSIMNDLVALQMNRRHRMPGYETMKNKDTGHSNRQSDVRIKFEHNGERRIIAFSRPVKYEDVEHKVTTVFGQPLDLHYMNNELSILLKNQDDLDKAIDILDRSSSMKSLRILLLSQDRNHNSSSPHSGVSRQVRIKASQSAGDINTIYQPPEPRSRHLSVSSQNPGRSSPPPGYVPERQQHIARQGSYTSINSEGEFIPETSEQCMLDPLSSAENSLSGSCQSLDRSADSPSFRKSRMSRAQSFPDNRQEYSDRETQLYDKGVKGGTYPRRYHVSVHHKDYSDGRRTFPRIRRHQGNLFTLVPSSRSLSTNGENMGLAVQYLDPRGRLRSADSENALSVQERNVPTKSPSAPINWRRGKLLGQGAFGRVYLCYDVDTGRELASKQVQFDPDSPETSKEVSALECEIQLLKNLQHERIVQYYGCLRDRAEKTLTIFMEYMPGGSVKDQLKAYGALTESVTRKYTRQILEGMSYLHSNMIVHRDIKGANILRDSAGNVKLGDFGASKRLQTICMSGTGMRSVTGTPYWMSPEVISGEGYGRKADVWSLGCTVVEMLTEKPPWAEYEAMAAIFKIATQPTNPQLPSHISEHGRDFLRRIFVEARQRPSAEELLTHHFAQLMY
DNA FID counter = compounds displacing fluorescent DNA intercalator, primary screen, artefact control for HCV NS3 helicase inhibitor project, biochemical, FID fluorescence. DNA fluorescent intercalator displacement. inhibition, % at 7.9 µM. hit rate 0.17% among 290,000; in the data active means inhibition above about 37%;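 further: 0% = vehicle and 100% = reference compound; higher means more ethidium bromide displaced from hairpin DNA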
SUMO HTRF inh = inhibitors of in vitro SUMOylation cascade, primary screen, biochemical, HTRF, uHTS; SUMO-conjugating enzyme UBC9 (Homo sapiens), P63279; HTRF SUMOylation assay, SAE1/SAE2 + UBC9; inhibition, % at 35 µM; hit rate 0.36% among 290,000; AID 2006, 2009; in the data active means inhibition above about 50%, passing the limit was not always enough; further: strong numbers were not always called active
Target sequence (P63279 whole entry, looked up): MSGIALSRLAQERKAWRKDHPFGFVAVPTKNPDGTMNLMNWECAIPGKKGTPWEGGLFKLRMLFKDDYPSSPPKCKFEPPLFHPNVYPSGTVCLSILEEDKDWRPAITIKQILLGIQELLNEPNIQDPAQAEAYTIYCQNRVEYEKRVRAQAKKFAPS
Active calls of the source: *; · = not tested or not shown. Only part of the results is shown; count on the stated rates, not on these rows.

Below each compound – GalR3 antagonist	HCV NS3 hel inh	MEKK2 WT-MEK5	CRFBP-R2 agonist	CRFR2-BP antag	MEKK2mut PB1 HTS	MEKK3 PB1 HTS	DNA FID counter	SUMO HTRF inh
CCN(CC)c1nc(C)nc2c1sc(=S)n2C
    2	2	94	-6.5	11	1	95	-8	-6
NC(=S)N/N=C/c1ccc(-n2nncc2-c2ccc(Cl)cc2)cc1
    ·	-2	99	2.2	-13	-1	100	-35	11
CSc1ccccc1NC(=O)Nc1ccc(Cl)cc1
    -6	-3	104	2.8	-29	2	101	4	29
O=C(CSc1ccc(-c2ccco2)nn1)c1ccccc1
    -4	29	106	1.8	-1	10	98	-13	20
Cc1cc(C)c(C(=O)CN2C(=O)NC3(CCC(C)CC3)C2=O)cc1C (centres undefined)
    -7	0	89	-0.1	-11	-1	86	-2	-2
COc1cccc(CN(C)C(=O)CNC(=O)c2ccc3c(c2)OCO3)c1OC
    -5	11	102	-1.3	-6	6	101	-19	0
O=C(Nc1ccc(Br)cc1)C1CCCC1
    -6	17	109	-0.5	1	2	108	-2	-6
CCn1nc(NC(=O)COC)c2cc3cccc(C)c3nc21
    -5	2	105	-2.0	6	1	103	-17	10
COc1ccccc1NS(=O)(=O)c1ccc(-c2cc(C)no2)s1
    -7	4	95	0.0	-9	-4	101	-8	5
CCn1c(CNC(=O)c2ccco2)nnc1SCC(=O)Nc1ccccc1Cl
    -8	-2	99	0.5	8	0	101	-8	3
COc1cc(C2/C(=C(\O)c3ccc4c(c3)OCCO4)C(=O)C(=O)N2Cc2ccco2)cc(OC)c1OC (centres undefined)
    -1	20	105	-0.7	-1	4	102	-37	0
CCOC(=O)C1=C(C)OC(N)=C(C#N)C1c1cc2c(cc1[N+](=O)[O-])OCO2 (centres undefined)
    2	2	90	14	-2	-10	95	-4	42
CC(=O)NN1C(=O)/C(=C/c2ccc(C(C)C)cc2)SC1=S
    0	10	94	-2.6	-40	-4	93	-12	-22
O=C(CSCc1ccc(Br)cc1)NCc1ccccn1
    3	13	97	-2.0	13	-2	103	-6	24
O=C(CN(C(=O)c1csnn1)c1ccccc1Cl)NCCc1ccccc1
    -6	5	104	0.3	0	5	103	-22	0
CCOC(=O)c1c(/N=C/c2ccccc2O)sc2c1CCC2
    0	25	93	-1.4	14	2	100	-5	12
COc1cc(/C=C/C(=O)NCc2nc3ccccc3[nH]2)cc(OC)c1OC
    -5	-1	99	0.2	11	-1	101	-9	11
COc1ccc(C2=NNC(=Nc3cc(S(=O)(=O)N(C)C)ccc3C)SC2)c(OC)c1
    4	-4	87	1.5	-6	-18	86	-9	8
O=C(COC(=O)c1ccc(Cl)s1)c1cc2ccccc2o1
    -7	14	97	0.0	18	-1	98	-6	4
Cc1ccc(C(C)C)c(Oc2nnnn2-c2ccccc2)c1
    -1	2	104	0.6	-4	2	104	-21	-8
CC(Sc1n[nH]c(N)n1)C(=O)Nc1ccc(Cl)cn1 (centres undefined)
    -4	-2	104	-0.3	0	-2	111	-2	1
CCOC(=O)C1=C(CNCCOc2ccc(OC)cc2)NC(=O)NC1c1ccc2c(c1)OCO2 (centres undefined)
    0	-3	96	-0.9	-4	-7	99	-30	-13
Cn1c(=NC(=O)c2ccco2)sc2ccccc21
    -1	2	89	-0.7	9	-2	83	-14	14
CCCC(=O)NC(c1ccccc1)c1c(O)ccc2ccccc12 (centres undefined)
    -9	-6	106	-1.7	13	8	106	-8	-4
O=C(Nc1ccccc1Cl)Nc1ccccc1Cl
    -1	8	101	0.7	-6	-2	98	-2	24
c1ccc(-c2nnnn2-c2ccccc2)cc1
    -10	-9	105	-0.1	-6	5	103	-2	-5
O=C(CN1C(=O)C(=O)c2ccccc21)NCCc1ccccc1
    -5	6	96	-0.3	-6	-1	104	0	10
Nc1nc(SCc2ccc(Br)cc2)n[nH]1
    -6	6	99	0.5	-1	-1	101	2	2
C=CCN(c1ccccc1)S(=O)(=O)c1cc2c(cc1C)NC(=O)CO2
    0	-3	99	-0.9	17	-1	97	-18	-6
Cc1nc(SCC(=O)Nc2ccccc2Cl)oc1C
    -1	-7	95	-0.4	-1	-4	101	-4	0

Complete entries from above.
O=C(COC(=O)c1ccc(Cl)s1)c1cc2ccccc2o1 across the screens: GalR3 antagonist = -7; HCV NS3 hel inh = 14; MEKK2 WT-MEK5 = 97; CRFBP-R2 agonist = 0.0; CRFR2-BP antag = 18; MEKK2mut PB1 HTS = -1; MEKK3 PB1 HTS = 98; DNA FID counter = -6; SUMO HTRF inh = 4
CCCC(=O)NC(c1ccccc1)c1c(O)ccc2ccccc12 (centres undefined) across the screens: GalR3 antagonist = -9; HCV NS3 hel inh = -6; MEKK2 WT-MEK5 = 106; CRFBP-R2 agonist = -1.7; CRFR2-BP antag = 13; MEKK2mut PB1 HTS = 8; MEKK3 PB1 HTS = 106; DNA FID counter = -8; SUMO HTRF inh = -4

Next compounds follow.
Below each compound – GalR3 antagonist	HCV NS3 hel inh	MEKK2 WT-MEK5	CRFBP-R2 agonist	CRFR2-BP antag	MEKK2mut PB1 HTS	MEKK3 PB1 HTS	DNA FID counter	SUMO HTRF inh
Cc1onc(-c2c(F)cccc2Cl)c1C(=O)Nc1nnc(C(F)(F)F)s1
    -5	6	110	41	41	11	107	-15	12
COc1ccccc1C(=O)NNC(=O)c1ccc(Cl)cc1
    -8	2	79	-1.1	-6	-14	94	-6	8
Nc1nnc(SCc2ccc(Cl)cc2)s1
    -2	-6	99	-0.7	-4	9	97	-5	10
Cc1c(C(=O)N2CCOCC2)c(S(=O)(=O)Nc2ccc(F)cc2)c(C)n1C
    -5	3	99	0.5	-1	3	102	-7	-6
CCCSc1nnc(NC(=O)c2nc(SC)ncc2Cl)s1
    -5	9	100	3.5	22	2	97	-13	7
O=C(COC(=O)c1ccc(Cl)c(S(=O)(=O)N2CCc3ccccc3C2)c1)Nc1ncc(Cl)cc1Cl
    -1	1	96	-1.0	9	-2	98	-9	1
COc1cc(NC(=O)N[C@H](C(=O)O)C(C)C)cc(OC)c1
    -6	-5	108	4.4	-2	3	103	-2	10
C/C(=C\C(=O)N1CCc2ccccc21)C(=O)O
    2	-2	93	2.0	12	-19	97	2	-8
Cc1nc2ccccc2c(=O)n1NCc1cc(Br)cs1
    -7	-7	92	-0.3	-25	-7	87	0	15
O=C(O)c1cccc(Cn2c(Cl)c(/C=N/NC(=O)c3ccc(O)cc3)sc2=O)c1
    -1	0	112	1.6	19	16	116	-23	25
CC1CCCCN1CCCNC(=O)CCCN1C(=O)c2cccnc2Sc2ccccc21 (centres undefined)
    ·	1	105	-4.6	13	6	106	-2	20
O=C(c1cc(-c2ccc3c(c2)OCO3)on1)N1CCN(c2ccc(F)cc2)CC1
    -3	10	99	1.0	-7	4	102	-3	12
Cc1ccc(S(=O)(=O)CC2CSc3nc(N)cc(=O)n32)cc1 (centres undefined)
    6	5	95	2.6	-12	-2	97	-4	28
C#CCOCCOCCOCCNc1nc(N2CCOCC2)nc(N2CCN(C(=O)[C@H](Cc3cc4ccccc4[nH]3)n3cc([C@@H](N)Cc4ccc(O)cc4)nn3)CC2)n1
    -8	-62	123	-0.6	0	14	109	15	-11
CCCCOC(=O)C1CN(c2ccccc2)N=C1C(C)=O (centres undefined)
    -6	3	88	-1.3	11	-9	94	-8	15
Cc1ccc(C(=O)N/C(=C\c2ccc3c(c2)OCO3)C(=O)N2CCOCC2)cc1
    -1	4	105	-0.8	-3	11	106	-42	9
Nc1nonc1-n1nnc(C(=O)N/N=C/c2cc(Br)cs2)c1-c1ccccc1
    -9	6	95	0.1	-49	0	100	-14	9
Cc1ccc(NC2CCCN(C(=O)CCCN3CCCCC3=O)C2)cc1C (centres undefined)
    -1	-7	101	-0.8	5	-1	103	-44	-1
COC(=O)c1noc(C)c1-c1ccnn1C(=O)c1ccc(C)cc1
    -2	5	83	-1.3	13	-28	85	0	3
Cc1ccc(-c2cc(C(=O)OCC(=O)Nc3ncc(C(F)(F)F)cc3Cl)c3ccccc3n2)cc1
    -9	3	109	4.7	-15	29	102	-4	2
COc1ccc(NC(=O)c2cc(S(=O)(=O)N(Cc3ccccc3)c3ccccc3)ccc2Cl)cn1
    -7	-12	101	1.2	21	-1	94	-21	-16
Cc1cc(C(F)(F)F)c2c(=O)[nH]c(=O)n(Cc3ccccc3)c2n1
    -3	-7	95	-1.0	-14	-4	94	-9	13
CC(=O)N(Cc1ccccc1)c1ncc2c(n1)c(=O)c(C#N)c1ccccn12
    -3	5	111	5.3	4	9	119	-5	40
COc1cc(Cl)c(S(=O)(=O)N2CCOCC2)cc1Cl
    -3	3	97	1.6	-13	1	99	-1	-10
CCCCC(=O)Nc1nnc(SCC(=O)N2CCN(c3ccccc3OC)CC2)s1
    -3	0	101	-0.8	-6	3	98	-2	11
COC(=O)/C(=N\Nc1ccccc1)Sc1nnc(-c2ccc(OC)cc2)n1C
    -10	5	101	-1.3	5	0	94	-10	-4
COc1ccc(-n2cnc3sc4c(c3c2=O)CCCC4)cc1
    -4	2	103	-1.0	-2	-7	112	-12	24
Cn1c(O)c(N=NC(=O)CNC(=O)c2cccnc2)c2ccccc21
    3	1	94	-1.4	26	1	98	-6	·
COC(=O)CN1C(=O)C(O)(CC(=O)c2ccc(C)o2)c2ccccc21 (centres undefined)
    -1	12	104	2.3	-8	2	104	-1	3
CCc1ccccc1NC(=O)C1CCCN(S(=O)(=O)c2c(C)noc2C)C1 (centres undefined)
    -3	2	104	4.1	-2	5	105	-1	18
N#C/C(Cn1c[n+](NC(=O)Nc2ccccc2)cn1)=N/O
    0	3	103	-0.9	-14	1	105	2	29
Cc1ccccc1C(=O)OCn1nnc2ccccc2c1=O
    ·	0	103	0.7	-24	4	103	-9	-4
NNC(=O)C1CC1(c1ccccc1)c1ccccc1 (centres undefined)
    -5	24	61	0.4	-9	-25	60	-13	9
COc1ccc(-c2nc(CS(=O)(=O)CC(=O)NC3CCC(C)CC3)c(C)o2)cc1 (centres undefined)
    -1	-9	100	-1.7	-11	-1	98	-54	18
O=C(O)c1c2c(nc3ccccc13)/C(=C/c1cccc([N+](=O)[O-])c1)CCC2
    -5	5	100	-0.1	-2	0	101	-24	11
COc1ccc2sc(N(CCN(C)C)C(=O)c3ccc4ccccc4c3)nc2c1
    3	-16	125	0.7	-2	15	100	6	9
Cc1cccc(Nc2nnc(SCC(=O)Nc3cccnc3Cl)s2)c1
    -11	-4	96	1.3	-15	0	101	-16	2
COC(=O)c1ccccc1NC(=O)C1CCCC1
    -4	-3	101	-1.0	0	0	99	-5	-8
COc1cc2c(cc1OC)C(C)N(C(=O)C1COc3ccccc3O1)CC2 (centres undefined)
    -2	-1	102	1.6	13	-2	102	-21	33
